aDG glyco up – alpha-DG glycosylation activation | Pro5-aDG cells, alpha-DG glycosylation AlphaScreen (IIH6); 0% Pro5, 100% B10-LARGE cell signal | 0.22% of 360,000 active | activation, % at 10 µM;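 active = activation of at least 8% versus controls, or a plate z-score of at least 8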;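 note: Pro5 are CHO cells carrying HIG-tagged alpha-DG that lacks glycosylation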
KKLEB tox – reduces viability of KKLEB cystic fibrosis airway cells; KKLEB CF airway cells viability, ATPlite luminescence, overnight; hits give low values; cells stimulated with P. aeruginosa culture filtrate; activity change (cytotoxicity), % at 5 µM; 0.36% of 360,000 active; AID 602141;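 active = corrected activity change at or below -50% at 5 µM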
iPSC survival up – increases survival of single human iPS cells; hiPSC single-cell survival, ATPlite luminescence; 100% = ROCK inhibitor wells, 0% = DMSO; survival enhancement, % at 20 µM; 0.044% of 360,000 active; in the data active = survival enhancement above about 18%;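 note: cells exposed to compounds for 16 hours before the ATP read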
Peg3 promoter – inhibitors of Peg3 promoter | HeLa PEG-Prom luciferase reporter, luminescence, overnight | inhibition, % at 20 µM | 1.7% of 360,000 active | AID 588405;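 active = inhibition of at least 50% at 20 µM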
NR2E3 ag-1 – agonists of human nuclear receptor NR2E3. Q9Y5X4. GST-NR2E3/biotin-RetCOR TR-FRET, 1536-well. inhibition of corepressor binding, % at 4.78 µM. 0.12% of 320,000 active. AID 2300;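 active = percent inhibition above the cutoff of mean plus 3 SD of all tested compounds, set per screening campaign, cut at about 20% in these data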;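 note: 0% = DMSO wells and 100% = biotin wells as full block of FRET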
Target sequence (Q9Y5X4 whole entry, looked up): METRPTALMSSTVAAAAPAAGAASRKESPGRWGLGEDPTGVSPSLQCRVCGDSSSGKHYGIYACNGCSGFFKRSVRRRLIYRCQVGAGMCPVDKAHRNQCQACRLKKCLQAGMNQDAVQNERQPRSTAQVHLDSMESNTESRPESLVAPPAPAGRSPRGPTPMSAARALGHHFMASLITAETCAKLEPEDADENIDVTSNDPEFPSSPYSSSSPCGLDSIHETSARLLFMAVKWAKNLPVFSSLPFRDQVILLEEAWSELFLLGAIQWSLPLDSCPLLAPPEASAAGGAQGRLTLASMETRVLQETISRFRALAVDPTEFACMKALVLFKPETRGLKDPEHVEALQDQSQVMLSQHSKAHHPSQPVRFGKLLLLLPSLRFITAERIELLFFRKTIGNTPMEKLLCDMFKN
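Material – GST-tagged NR2E3 plus biotinylated RetCOR corepressor · Quantity – NR2E3 fusion 1.35 nM · Times – 5 h incubation at 4 °C · Medium – pH 7.5 Tris-based buffer · Technique – TR-FRET, Eu(K)-anti-GST donor, streptavidin-D2 acceptor, ex 340, em 617/671 nm · Benchmarks – high control biotin, low control 0.6% DMSO · Format – 1536-well plates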
CF NFkB inh – blocks PAF-induced NF-kB reporter in cystic fibrosis cells; KKLEB NF-kB-GFP reporter, GFP fluorescence overnight; inhibition, % at 5 µM; 0.86% of 360,000 active;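 active = at least 50% inhibition at 5 µM, scaled per plate between neutral and stimulator controls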;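 note: PAF is a Pseudomonas aeruginosa culture filtrate used as stimulus; plate controls were PAF-stimulated DMSO wells for no effect and unstimulated DMSO wells for full effect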
TWEAK Fn14 block – inhibitors of TWEAK-Fn14 interaction signaling; TWEAK-stimulated Fn14 reporter cells, luciferase luminescence, 8 h; AID 1159606; inhibition, % at 10 µM; 2% of 360,000 active; in the data active = inhibition above about 50%
HIF-2a inh – HIF-2a inhibition. 786-0 RCC cells HIF-2a reporter, luciferase luminescence, overnight. inhibition, % at 18.8 µM. 0.72% of 360,000 active. AID 624352;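 active = inhibition of the luminescence signal of 40% or more relative to plate controls, in a single-dose primary screen at 18.75 µM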
TRPM1 prom inh – MITF TRPM1 promoter inhibition in SK-MEL-5 cells. SK-MEL-5 TRPM1 promoter luciferase, 24 h. inhibition, % at 12.5 µM. 0.83% of 330,000 active. AID 488899;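 active = mean inhibition across replicates of 60% or more, whatever share of single replicates reaches that level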; note: values of inactives mirror those of a sister screen read the other way
Shn3 3UTR inh – inhibitors of Schnurri-3 3'UTR reporter in osteoblasts; AID 588674; 0.52% of 360,000 active; inhibition, % at 12.5 µM; Clone20 osteoblast Shn3 3'UTR firefly luciferase, 24 h;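 active = mean inhibition of at least 75% with every replicate also reaching 75%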;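 note: 0% = median of neutral control wells and 100% = pilot-screen positive control compound; some compounds past the cut are filed as inactive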
NR2E3 ag-2 – activates human NR2E3 receptor; Q9Y5X4; CHO-S Gal4-NCOR/VP16-NR2E3 two-hybrid, luciferase; inhibition of corepressor binding, % at 3.98 µM; 0.35% of 360,000 active; AID 602229;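 active = inhibition above the mean of all tested compounds plus 3 SD, cut at about 70% in these data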;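 note: 0% = DMSO with NR2E3 transfected cells and 100% = cells lacking NR2E3 construct; higher means lower luciferase signal from less NR2E3 corepressor binding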
Starred values were filed as active, the others as inactive; · = no result given.

smiles	aDG glyco up	KKLEB tox	iPSC survival up	Peg3 promoter	NR2E3 ag-1	CF NFkB inh	TWEAK Fn14 block	HIF-2a inh	TRPM1 prom inh	Shn3 3UTR inh	NR2E3 ag-2
O=C(c1ccc(N2CCN(CCO)CC2)nc1)N1CCOCC1	-0.3	1	3.3	5	4	-6	12	3	8	3	-8
CCCCN(CCCC)C(=O)c1cc(Cl)ccc1[N+](=O)[O-]	0.6	-17	2.8	22	1	21	0	17	7	5	-10
COCCN(CCOC)C(=O)c1ccc(NS(=O)(=O)c2ccc3c(c2)OCCO3)cc1	0.1	8	0.0	-2	0	-8	-34	15	0	-3	-21
CN(CCc1ccccc1)C(=O)c1ccc(NC(=O)Cc2ccc(NC(=O)C3CCN(C(=O)c4ccccc4)CC3)cc2)cc1	0.1	-10	-0.6	8	·	-12	-8	2	5	11	-32
NC(=O)CN1C(=O)C(O)(CC(=O)/C=C\c2ccc3c(c2)OCO3)c2ccccc21 (centres undefined)	0.7	1	-1.4	8	1	8	19	2	17	-12	-29
Cn1c(=O)c([N+](=O)[O-])c(NCc2ccc3c(c2)OCO3)c2ccccc21	-0.1	-3	-0.1	1	2	7	8	-17	0	5	0
N/C(=N\OC(=O)c1ccc(Cl)cc1[N+](=O)[O-])c1ccccn1	0.1	-1	-0.5	-162	1	12	-39	-208	-58	-52	-88
COc1ccc(CC(=O)Nc2ccc(S(=O)(=O)Nc3cc(OC)nc(OC)n3)cc2)cc1	0.1	5	-0.3	-13	6	-8	-12	1	11	-19	-6
CCN(CC(=O)Nc1ccc(NC(C)=O)cc1)C(=O)/C=C/c1cn(-c2ccccc2)nc1-c1ccc(C)cc1	0.1	20	1.8	31	3	-89	28	-26	-4	8	-19
Cc1nn(CC(=O)N2CCCC2)c(=O)c2cc3cc(F)ccc3n12	-0.4	-12	-0.5	-12	1	2	-3	-3	0	-10	13
C=CCN(c1ccccc1)S(=O)(=O)c1cccc(C(=O)NCc2ccco2)c1	0.2	4	0.1	17	·	-3	40	10	12	8	7
O=C(COC(=O)/C=C/c1ccco1)Nc1ccccc1	0.2	6	0.0	2	0	-6	-21	9	-5	-12	-16
CS(=O)(=O)N(CC(=O)NCc1ccc2c(c1)OCO2)c1ccccc1	0.2	7	3.2	-2	3	-8	10	3	10	-9	-10
Cc1cc(C(=O)CN2C(=O)C(=O)N(C3CCCC3)C2=O)c(C)n1-c1ccc(F)cc1	-0.3	-3	-0.6	-2	-6	7	11	-27	4	9	-15
Cc1onc(-c2c(Cl)cccc2Cl)c1C(=O)NC(=S)N1CCOCC1	0.0	3	-0.5	3	-1	-14	-1	18	8	9	5
CCC(C(=O)OCCN(CC)CC)c1ccccc1 (centres undefined)	0.2	37	-1.9	-6	-2	16	-2	-4	2	4	-22
O=C(N/N=C/c1ccco1)c1cccc(NC(=O)c2cccc(Cl)c2)c1	-0.3	-3	1.6	-27	-2	6	-13	-51	3	-18	2
Cc1cccc(CN2CCN(CC(=O)O)C2=O)c1	-0.1	3	-0.8	9	·	14	1	6	2	5	-4
C=CCNC(=O)C1CCN(S(=O)(=O)c2cccs2)CC1	0.0	20	-0.2	13	3	1	-19	9	-6	-21	-15
OC(COCC1COc2ccccc2O1)CN1CCCCC1 (centres undefined)	-0.3	-10	-1.6	11	2	3	-6	3	10	4	4
Cc1ccc2c(CN(C)Cc3ccc(OC(F)F)cc3)cc(=O)oc2c1C	0.7	-6	0.4	4	0	10	21	-4	3	50	56
COc1ccc(Cc2c(-c3ccco3)nc3c(C)cc(Br)cn23)c(C)c1	-0.1	-1	-1.6	-9	·	-8	19	1	·	7	-22
S=c1[nH]nc(-c2ccncc2)n1/N=C/C=C/c1ccccc1	0.1	-8	-0.3	-10	-2	24	41	17	-13	0	-21
Cc1ccc(C2(c3ccc(C)cc3)CC2C(=O)NCc2cccnc2)cc1 (centres undefined)	-0.1	5	-0.5	10	2	-7	14	15	-5	15	-1
O=C(N/N=C1\CCCc2ccccc21)c1ccc([N+](=O)[O-])cc1Cl	-0.1	6	-2.6	-97	0	-18	-20	-122	-10	3	-8
Cc1cc(SCC(=O)N(C)C2CCS(=O)(=O)C2)nc2c(C)cccc12 (centres undefined)	0.5	2	0.6	17	9	-4	5	26	-2	-11	11
CCCN1CCN(C(=O)Cn2nc(C)n3c(cc4c(OC)cccc43)c2=O)CC1	0.0	-8	-0.5	-1	·	6	-15	8	6	-3	-5
CC(=O)Nc1ccc(NC(=S)NC(=O)c2cc3ccccc3o2)cc1	0.1	-1	-1.1	-51	5	12	-2	-123	-21	-10	-20
O=C(Nc1ccc(Oc2cccc(C(F)(F)F)c2)nc1)c1ccccc1	0.7	-18	0.0	-1	9	7	10	9	3	6	1
CCOc1ccc(N(C)S(=O)(=O)c2cc(-c3cc(C)no3)ccc2OC)cc1	-0.1	-17	-0.4	25	-2	8	8	8	2	55	-25
O=C(c1cc(-c2cccc(Cl)c2)nc2ccccc12)N1CCN(c2ccccn2)CC1	0.0	10	-0.5	-1	-1	-2	7	-47	3	6	-25
O=[N+]([O-])c1cccc(CN2C[C@@]34C=C[C@@H](C[C@@H]3S2(=O)=O)O4)c1	-0.3	-7	-0.4	2	0	1	5	-9	1	-8	-27
CCN(C[C@H]1N[C@@](CC)(C(=O)OC)[C@H]2C(=O)N(C)C(=O)[C@@H]12)C(=O)c1ccccc1	-0.2	4	0.1	-3	·	12	6	-4	4	-3	-8
CCOC(=O)C1CCCN(C(=O)c2ccc(C)c(F)c2)CC1 (centres undefined)	-0.3	15	15	8	·	-16	20	8	·	1	0
C/C(CC(=O)Nc1ccccc1Br)=N\NC(=O)C(=O)N1CCCC1	-0.3	1	0.7	15	-3	-3	-10	1	-18	6	-14
Cc1nc2ccc(S(=O)(=O)NCC(=O)N3CCC(C)CC3)cc2s1	0.0	7	-1.4	18	4	16	-5	2	-1	11	15
O=C(Nc1nc2c(s1)CCc1ccccc1-2)c1ccco1	0.0	8	0.4	-210	2	-42	20	-286	-20	-71	-94
COC(=O)C1=C(C)N(Cc2ccccc2)C(=O)/C1=C\c1ccco1	-0.4	-1	-0.2	8	-1	-20	-7	0	-1	17	-36
CC(=O)Nc1ccccc1-c1nc2ccccc2nc1OCC(=O)c1ccc(Cl)cc1	-0.1	-2	-1.7	-14	2	-8	0	23	-1	4	-18
COc1cccc(CNC(=O)c2cc(S(=O)(=O)N3CCCC3)cn2C)c1	0.4	6	-0.8	3	2	20	4	7	·	-5	-2
O=C(c1ccc(Br)cc1)N1CCN(Cc2ccccc2)CC1	0.0	-2	-0.1	8	0	-6	-1	15	9	23	9
COCCN(CC(=O)NC1CCCCC1)C(=O)CCCC(=O)Nc1ccccn1	1.2	9	2.7	13	-3	-13	-5	10	-4	8	-13
CC(NC(=O)C(=O)N1CCOCC1)C(c1cccs1)N1CCN(c2ccccc2)CC1 (centres undefined)	0.1	5	0.1	-2	-3	-4	12	8	-5	-16	-13
O=C(Nc1ccc2c(c1)OCO2)Nc1ccc2c(c1)OCO2	-0.1	0	-3.9	-244	-1	4	-30	-214	-71	-106	-81
CCCCNC(=O)c1c(N)[nH]c(C(=O)c2ccccc2)c1-c1ccc(Cl)cc1	0.2	·	-1.5	·	·	·	0	-2	·	·	-20
CC(C)C(=O)Nc1cccc(N2CCN(CCCN3C(=O)C4CCCCN4C3=O)CC2)c1 (centres undefined)	0.0	3	-0.3	5	·	-2	12	11	1	-23	7
NS(=O)(=O)c1ccc(NC(=O)COC(=O)CCCN2C(=O)c3cccc4cccc(c34)C2=O)cc1	0.0	-7	0.1	0	·	-1	-24	9	-6	7	-6
CCOC(=O)N1CCN(Cc2cc(=O)oc3cc4c(cc23)CCC4)CC1	-0.1	4	6.0	20	2	3	-15	14	23	13	0
Cc1ccc(-c2cc3nc(-c4ccccc4)cc(N)n3n2)cc1	0.0	-1	-2.8	-120	-1	-22	-15	-245	-61	-84	-118
CCc1ccc(C2CC(c3ccc(C)cc3)Nc3nc(N)nn32)cc1 (centres undefined)	0.4	-30	5.0	-21	3	28	-12	-63	-16	0	19

Continuation:
smiles	aDG glyco up	KKLEB tox	iPSC survival up	Peg3 promoter	NR2E3 ag-1	CF NFkB inh	TWEAK Fn14 block	HIF-2a inh	TRPM1 prom inh	Shn3 3UTR inh	NR2E3 ag-2
N#Cc1c(Nc2ccccc2)[n+]([O-])c2ccc(Cl)cc2[n+]1[O-]	2.2	-5	-2.2	-34	·	-3	30	-74	72*	84	-41
O=C(Cc1cccc(C(F)(F)F)c1)N1CCCC1	0.0	1	0.5	26	2	4	8	8	-9	3	25
CC(C)(C)c1ccc(C(=O)N/C(=C/c2cccs2)C(=O)NCc2ccco2)cc1	0.1	-3	-0.6	1	0	-5	8	-1	5	7	0
C=CCN1C=CC(=CC=C(C#N)C#N)C=C1	0.4	9	-0.4	-37	-11	-5	-1	-64	-4	-68	-8
Cc1cc(-c2ccccc2)nc(N/N=C/c2ccco2)n1	0.5	-1	-4.1	-157	3	6	-28	-213	-45	-32	-40

Screening data: PubChem BioAssay, several laboratories
